Screening data as filed in PubChem.
PPARg SRC-1 ag = PPARgamma agonists recruiting SRC-1 coactivator, primary screen, biochemical | PPARgamma-SRC-1 coactivator recruitment biochemical assay | AID 631, 2007 | activation, % at 8 µM | Peroxisome proliferator-activated receptor gamma (Homo sapiens), P37231 | 200,000 tested, 0.41% active; in the data active = activation above about 19%;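 note: 0% = DMSO and 100% = reference agonist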
bIAP act = bovine intestinal alkaline phosphatase activators, primary screen, biochemical, bovine IAP, CDP-star luminescence; alkaline phosphatase, intestinal [Bos taurus]; purified bovine IAP, 30 min; hits give high values; fold of DMSO-control signal, blank-subtracted; activation factor at 20 µM; 200,000 tested, 0.17% active; AID 1016, 2008;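 active = activation factor of 2 or more at 20 µM, a signal rise over negative controls twice the positive control's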
ROMK mod = ROMK potassium channel modulators, primary screen, cell-based, thallium flux, MLSMR library; ATP-sensitive inward rectifier potassium channel 1 (Homo sapiens), P48048; Tet-inducible ROMK, thallium flux fluorescence; actives lie on both sides; B-score at 10 µM; 130,000 tested, 2% active; AID 1918, 2009;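 active = signal ratio slope over the read window, or its plate-corrected B-score, at least 3 SD from the plate mean, either direction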;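 note: B-score of the F/F0 ratio slope over 7 to 12 s after thallium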
Target sequence (P48048 whole entry, looked up): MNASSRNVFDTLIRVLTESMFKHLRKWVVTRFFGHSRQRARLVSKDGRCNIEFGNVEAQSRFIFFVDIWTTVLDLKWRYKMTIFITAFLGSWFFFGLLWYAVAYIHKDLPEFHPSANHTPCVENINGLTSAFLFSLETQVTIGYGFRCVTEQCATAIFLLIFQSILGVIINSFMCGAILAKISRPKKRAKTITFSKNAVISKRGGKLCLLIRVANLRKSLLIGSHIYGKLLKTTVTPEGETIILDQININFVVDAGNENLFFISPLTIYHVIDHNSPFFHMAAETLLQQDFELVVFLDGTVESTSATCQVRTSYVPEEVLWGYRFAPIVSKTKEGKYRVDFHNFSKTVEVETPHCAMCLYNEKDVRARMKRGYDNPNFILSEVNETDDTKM
STAT3 activator = IL-6 driven STAT3 reporter potentiators, primary screen, U3A cells, luciferase, luminescence, MLSCN library; 190,000 tested, 0.91% active; AID 871, 2007; IL-6 STAT3-luciferase reporter; 100% = signal with IL-6 EC80 alone; activation (% of control), % at 5.6 µM;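 active = activation above the screen-wide mean of compound activation plus 3 SD, cut at about 130% in these data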;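 note: 0% = background luminescence of wells with medium and substrate only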
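Detection: reporter luminescence signal / Assay system: STAT1-lacking human U3A cells, STAT3 luciferase reporter / Incubation: compound pre-incubation 1 h before IL-6, then 6 h stimulation at 37 °C / Control set: IL-6-only high control / Read-out: % activation relative to IL-6 control / Probe or stimulus: Interleukin-6, 33 ng/mL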
bIAP inh = bovine intestinal alkaline phosphatase inhibitors, primary screen, selectivity assay for TNAP inhibitor project, biochemical, bovine IAP, CDP-star luminescence; AID 1019, 2008; 190,000 tested, under 10 active; purified bovine IAP, 30 min; inhibition, % at 20 µM; alkaline phosphatase, intestinal [Bos taurus];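 active = over 50% inhibition of intestinal alkaline phosphatase at 20 µM in the single-dose screen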
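System: Purified bovine intestinal alkaline phosphatase (IAP) enzyme | Input: IAP diluted 1/65,000,000 in the well | Also added: CDP-star chemiluminescent phosphatase substrate, 30 µM final | Dosing: 20 µM single dose | Times: Enzyme reaction for 30 min at room temperature | Detection: Luminescence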
PPARg SRC-2 ag = agonists of PPARg-SRC-2 recruitment, primary screen, biochemical, HTS | PPARgamma LBD-SRC-2 recruitment | activation, % at 8 µM | 200,000 tested, 0.34% active | AID 1032, 2008 | Peroxisome proliferator-activated receptor gamma (Homo sapiens), P37231; in the data active = activation above about 22%;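 note: 0% = vehicle and 100% = reference agonist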
SRC2 TRFRET art = TR-FRET signal artefacts, primary screen, artefact control for PPARgamma SRC-2 agonist project, biochemical. TR-FRET artefact counter-screen; hits give high values. TR-FRET ratio at 8 µM. 200,000 tested, 0.4% active; in the data active = TR-FRET ratio above about 2000; note: inactives centre near 1500
TNAP act hiacc = TNAP activators at high phosphate acceptor level, primary screen, biochemical, luminescence, uHTS; Alkaline phosphatase, tissue-nonspecific isozyme (Homo sapiens), P05186; purified TNAP, CDP-star luminescence, 1 M DEA, 30 min; hits give high values; 0 = EDTA background, 1 = DMSO-only activity; activation factor at 20 µM; 200,000 tested, under 10 active;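 active = activation factor at least 2 at 20 µM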
Target sequence (P05186 whole entry, looked up): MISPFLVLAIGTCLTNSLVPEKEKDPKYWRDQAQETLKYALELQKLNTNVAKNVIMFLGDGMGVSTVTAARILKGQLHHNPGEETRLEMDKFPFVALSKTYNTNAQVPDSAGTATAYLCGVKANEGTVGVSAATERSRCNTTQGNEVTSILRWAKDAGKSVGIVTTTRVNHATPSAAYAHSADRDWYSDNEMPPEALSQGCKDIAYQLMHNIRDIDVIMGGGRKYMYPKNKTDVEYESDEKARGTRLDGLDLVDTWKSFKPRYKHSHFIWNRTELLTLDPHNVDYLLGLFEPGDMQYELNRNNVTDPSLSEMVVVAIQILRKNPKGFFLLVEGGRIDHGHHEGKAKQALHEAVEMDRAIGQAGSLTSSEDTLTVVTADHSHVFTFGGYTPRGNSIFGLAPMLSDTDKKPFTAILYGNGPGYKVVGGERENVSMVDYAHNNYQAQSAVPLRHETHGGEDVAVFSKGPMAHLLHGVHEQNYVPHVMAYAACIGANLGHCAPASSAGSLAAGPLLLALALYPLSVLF
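system = human TNAP | amount = enzyme diluted 1/800 final | reagent = 100 µM CDP-star substrate | signal = luminescent substrate turnover signal | dosing = one dose, 20 µM | benchmarks = EDTA negative control, DMSO positive control | measure = activation factor | timing = 30 min reaction, room temperature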
PPARg SRC3 recr = PPARgamma agonists recruiting SRC-3 coactivator, primary screen, biochemical; Peroxisome proliferator-activated receptor gamma (Homo sapiens), P37231; biochemical PPARgamma/SRC-3 coactivator recruitment assay; activation, % at 8 µM; 200,000 tested, 0.26% active; AID 731, 2007; in the data active = activation above about 23%;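 note: 0% = DMSO and 100% = reference agonist; some compounds past the cut are filed as inactive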
STAT3 blocker = IL-6 driven STAT3 reporter inhibitors, primary screen, U3A cells, luciferase, luminescence, MLSCN library; inhibition, % at 5.5 µM; 190,000 tested, 0.89% active; IL-6 STAT3-luciferase reporter; host cell line lacks STAT1; AID 862, 2007;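 active = inhibition above the mean inhibition across all screened compounds plus 3 SD, cut at about 44% in these data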;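 note: 0% = DMSO only wells and 100% = 100 µM nifuroxazide control wells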
STAT1 inh = STAT1 signaling inhibitors, primary screen, cell-based, HTS, luciferase reporter. NIH 3T3 STAT1-luciferase reporter, IFN-gamma, luminescence. inhibition, % at 5.5 µM. 200,000 tested, 0.35% active. AID 920, 2007;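 active = inhibition above a set limit, the mean inhibition across all tested compounds plus 3 SD, cut at about 34% in these data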;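 note: 0% = IFN-gamma with DMSO and 100% = IFN-gamma with 300 µM nifuroxazide; values of inactives mirror those of a sister screen read the other way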
Active calls of the source: *; nt = no result given.

SMILES	PPARg SRC-1 ag	bIAP act	ROMK mod	STAT3 activator	bIAP inh	PPARg SRC-2 ag	SRC2 TRFRET art	TNAP act hiacc	PPARg SRC3 recr	STAT3 blocker	STAT1 inh
Cc1ccc(-c2nc(-c3ccccn3)no2)cc1Cl	-4	1	-1.3	15	1	-1	1599	1.1	4	99*	79*
CCn1c(=O)c(C(=O)Nc2nc3ccccc3[nH]2)c(O)c2ccccc21	-2	0.9	0.29	83	11	3	1399	1.1	-4	20	-8
O=C(c1cccs1)N(Cc1cc2ccccc2[nH]c1=O)c1ccccc1	3	1	-0.44	92	4	-4	1345	1	-3	13	11
CCOc1ccc(NC(=S)NNC(=O)c2ccc(Br)cc2)cc1	-4	1.3	1.5	97	-27	3	1426	1.1	3	7	4
COc1ccc(N(CC(=O)Nc2c(C)cccc2C)S(=O)(=O)c2ccccc2[N+](=O)[O-])c(OC)c1	11	1	-1.5	108	4	-1	1553	1	-2	-4	11
CS(=O)(=O)Nc1ccc(C2=NN(S(C)(=O)=O)C(c3cccs3)C2)cc1 (centres undefined)	12	1.1	-1.3	111	-11	2	1483	1	2	-1	-20
Cc1n[nH]c(=O)nc1N1CCc2ccccc2C1	-4	1	-0.054	95	4	0	1439	1	-1	9	0
CN(C)CC(=O)c1ccc(-c2ccccc2)cc1	7	1	-0.22	80	-1	1	1826	1	12	25	2
N#Cc1ccc(C(=O)N/N=C/c2cn(CC(=O)O)c3ccccc23)c(F)c1	-9	0.9	0.59	118	12	-11	1556	1	-2	-25	3
COc1ccccc1S(=O)Cc1ccc(C(=O)NCc2ccccc2Cl)o1 (centres undefined)	5	1	nt	98	-1	5	1595	1	-2	11	8
Cc1occc1-c1nnc(SCC(=O)Nc2ccccc2)n1C	2	1	0.59	80	4	0	1627	1	2	27	0
Cc1cc2nc(-c3cccc(NC(=O)c4ccc(Br)o4)c3)oc2cc1C	0	1	-0.036	97	0	11	1580	1	2	9	-7
CN(C(=O)COC(=O)c1ccc([N+](=O)[O-])cc1N)c1ccccc1	5	1	0.54	87	-1	8	1588	1	4	18	-2
C=CCN1C(=O)/C(=C/c2ccc(O)c(OC)c2)S/C1=N/c1nccs1	0	1.1	-0.37	104	-10	-8	1642	0.6	1	-8	-3
CC1CCCCN1S(=O)(=O)c1ccc2c(c1)oc(=O)n2CC(=O)O (centres undefined)	7	1	-0.65	102	1	4	1687	1.1	3	2	6
COc1ccc(C(=S)NC2CCCCC2)cc1	0	0.8	nt	98	16	0	1487	1	7	3	-22
COc1ccc(CN(C)CC(=O)NC2CCCc3ccccc32)cc1OC (centres undefined)	2	1	0.2	110	5	-6	1464	1	0	-10	7
C/C(CC(=O)Nc1ccccn1)=N\NC(=O)C(=O)Nc1cccc(Cl)c1C	-1	1.3	nt	88	-28	4	1806	1	-2	25	-2
Cn1c(=O)c2cc(S(=O)(=O)NCCC(=O)Nc3ccccc3F)ccc2n(C)c1=O	6	1	nt	102	3	2	1536	1	8	3	8
CC(C)CSc1nsc(N)n1	1	0.8	nt	110	16	4	1519	1	1	-11	-22
Cc1cccc(C)c1OCC(O)Cn1nnc2ccccc21 (centres undefined)	5	1	nt	88	2	0	1633	1	2	17	6
O=C1OCCN1/N=C/c1ccc([N+](=O)[O-])o1	4	1	nt	99	3	-6	1468	1	0	3	-3
COC(=O)[C@H](C)NC(=O)/C=C/c1ccc(OC)cc1	2	0.9	nt	98	8	-4	1492	0.9	2	-2	1
COCCn1c(SCC#N)nnc1-c1ccc2c(c1)OCO2	-4	1	0.46	95	2	3	1479	1.1	-1	12	-2
CCC(C)c1ccc(O)c(NC(=O)c2ncn[nH]2)c1 (centres undefined)	2	1.2	-0.0071	98	-22	12	1554	1	4	7	-4
SMILES	PPARg SRC-1 ag	bIAP act	ROMK mod	STAT3 activator	bIAP inh	PPARg SRC-2 ag	SRC2 TRFRET art	TNAP act hiacc	PPARg SRC3 recr	STAT3 blocker	STAT1 inh
O=C(c1cc([N+](=O)[O-])ccc1N1CCCC1)N1CCCCC1	6	1	0.33	98	2	1	1555	0.9	2	10	10
O=C(CSc1nnc(-c2cccnc2)n1-c1ccccc1)Nc1ccccn1	17	0.9	nt	103	10	3	1634	1	14	1	0
Cc1cc([N+](=O)[O-])nn1Cc1ccc(C(=O)N/N=C/c2ccc(O)cc2O)cc1	-3	0.8	1.3	95	22	3	1362	1	-2	9	5
O=C(O)CCNc1nc(C(F)(F)F)nc2ccccc12	4	1.1	0.15	104	-11	0	1578	1	-2	5	-1
O=C(NCc1ccco1)C1CC(=O)N(c2ccc(O)cc2)C1 (centres undefined)	3	1	nt	99	-4	5	1668	1	13	4	-2
O=c1c2ccccc2nnn1CSc1nnc(-c2ccc3c(c2)OCO3)o1	0	0.9	nt	103	8	11	1686	1	5	0	2
O=c1[nH]c(=S)c2c(n1-c1ccccc1)CCC2	9	0.9	nt	105	15	1	1662	0.9	0	-4	3
O=C1CC(N(CCc2ccccc2)C(=S)Nc2cc(Cl)ccc2Cl)C(=O)N1c1c(Cl)cccc1Cl (centres undefined)	7	1.1	nt	111	-6	0	1404	1	-11	-6	6
Cc1cc(C)n2nc(-c3ccccc3)cc2n1	-2	1.1	-0.61	119	-8	0	1461	1.1	0	-20	-47
COc1ccc(OCC(=O)N2CCN(C(=O)c3cccc4ccccc34)CC2)cc1	-2	0.9	-0.032	96	7	5	1378	1.1	3	6	5
COc1ccc(C(=O)N2CCN(C(=O)c3ccco3)CC2)cc1OC	-2	1.1	-0.0027	104	-10	10	1544	1	-4	-2	-1
COc1ccc(C(=O)NCc2ccccn2)cc1[N+](=O)[O-]	-4	0.9	-0.36	95	7	-4	1386	1	-1	8	5
Cc1cc(C)n(CCNC(=O)c2cc(COc3ccc(F)cc3Cl)on2)n1	3	1.1	-1.1	101	-7	2	1625	1	0	5	-3
Cn1cc(C(=O)NC2C3CC4CC(C3)CC2C4)cn1 (centres undefined)	-2	1	1	104	5	9	1664	1.1	-1	-6	-2
O=C(COC(=O)c1ccncc1)Nc1ccccc1	-2	1.1	-0.37	110	-11	-5	1411	1	-3	0	-26
O=C(CSC(=S)N1CCCCC1)c1ccccc1	-1	0.8	-0.95	47	17	0	1340	1	4	65*	28
CC(C)NCC(O)COc1ccc(Br)cc1 (centres undefined)	4	0.8	-0.81	100	18	5	1609	1.1	-3	2	-2
COc1ccccc1N1C(=O)c2ccc(C(=O)Nc3nccs3)cc2C1=O	6	1.2	0.85	88	-16	7	1458	1	0	17	-7
CCNC(=O)C(=O)Nc1ccc([N+](=O)[O-])cc1	7	1.1	-0.85	92	-7	8	1535	1	4	11	-1
CCN(CC)CCCNC(=O)/C(=C\c1cccn1C)NC(=O)c1cccs1	0	0.9	0.98	101	13	-3	1458	1	-3	-4	3
CCC(C)Oc1ccc(/C=C/c2[nH]c(=O)[nH]c(=O)c2[N+](=O)[O-])cc1OC (centres undefined)	13	0.8	-0.0075	95	22	3	1569	0.9	-4	7	-1
CCn1c(SCC(=O)N2c3ccccc3CCc3ccccc32)nc2c1c(=O)n(C)c(=O)n2C	-6	nt	nt	103	nt	-2	1239	nt	-4	0	6
CCCCOc1ccc(-c2nc(=S)[nH][nH]2)cc1	2	1.1	nt	101	-9	6	1458	1.1	-7	0	2
CC1CCCCN1C(=O)COc1ccc(NC(=O)c2ccco2)cc1 (centres undefined)	-7	0.9	nt	105	6	3	1351	1	8	0	-3
O=C(CSCC(=O)Nc1cccc([N+](=O)[O-])c1)Nc1ccccc1	2	1	nt	99	4	1	1566	1	-7	6	9

Entries listed so far marked active in STAT1 inh.
molecule	bIAP act	ROMK mod	STAT3 activator	bIAP inh	TNAP act hiacc	STAT1 inh
Cc1ccc(-c2nc(-c3ccccn3)no2)cc1Cl	1	-1.3	15	1	1.1	79*

Other entries follow:
SMILES	PPARg SRC-1 ag	bIAP act	ROMK mod	STAT3 activator	bIAP inh	PPARg SRC-2 ag	SRC2 TRFRET art	TNAP act hiacc	PPARg SRC3 recr	STAT3 blocker	STAT1 inh
CC12CCC(=O)N1C(C(=O)OCC(=O)Nc1cccc(Br)c1)CS2 (centres undefined)	2	1	-1.3	101	4	6	1617	1	2	4	6
CCOc1cc(S(=O)(=O)N2CCOCC2)ccc1F	1	0.8	0.78	98	15	8	1608	1.1	-5	6	1
CC(=O)/C(=N\Nc1ccc(C)cc1)Sc1nncn1C	12	1	0.17	126	2	8	1653	1	4	-26	-1
Cc1cnc(NC(=O)c2cccc(S(=O)(=O)N3CC(C)OC(C)C3)c2)s1 (centres undefined)	-6	1.2	-1.8	94	-22	1	1651	1	-2	11	2
COC(=O)C1=C(C)NC(=O)/C1=C\N(C)C	10	1.1	0.21	96	-10	3	1619	1	4	14	-5
Cc1cccc(NC(=O)c2ccc(COc3ccc4ccccc4c3)o2)n1	9	0.9	-0.24	110	9	2	1604	1.1	5	-7	-52
CC(=O)N1c2ccccc2C(C)CC12CCCCC2 (centres undefined)	-11	0.7	-0.81	102	28	-6	1406	1	3	2	1
COc1ccc(C(=O)NC(=S)Nc2cc(C)ccn2)cc1[N+](=O)[O-]	6	0.9	-0.5	85	8	-2	1613	1	2	18	4
Cc1ccc2c(c1)cc(CN(C(=O)N1CCOCC1)C1CCCC1)c1nnnn12	4	1	0.47	100	-5	-8	1646	1	2	6	-3
Cc1cc(=O)c2n(Cc3ccccc3Cl)nc[n+]2[nH]1	5	1.2	nt	101	-16	1	1486	1	0	6	3
CC(C)COCC1CC2(CC(C)C(=O)CC2=O)C(=O)O1 (centres undefined)	-1	1	nt	107	4	-2	1306	1	0	1	-2
Cc1cc(C)cc(CC2CC(=O)N(c3nc(C)cc(C)n3)C2=O)c1 (centres undefined)	3	nt	1.3	102	nt	2	1580	nt	-4	2	-2
Cc1ccc(N)c2c1OCCC2=O	8	0.8	-0.35	137*	21	-4	1558	1.1	4	-48	16

Just ROMK mod and bIAP act, for some of the entries so far:
SMILES	ROMK mod	bIAP act
Cc1cc(=O)c2n(Cc3ccccc3Cl)nc[n+]2[nH]1	nt	1.2
CC(C)COCC1CC2(CC(C)C(=O)CC2=O)C(=O)O1 (centres undefined)	nt	1
